# High-throughput results from PubChem.
# Shiga inhibitor = blocks Shiga toxin action in Vero cells; Vero cells, Shiga toxin protein synthesis inhibition reporter; inhibition, % at 38.7 µM; hit rate 9.2% among 290,000; AID 2315; in the data active means inhibition mostly above about 28%, no sharp cut-off; inactive means mostly below about 43%; further: 0% is about no effect
# HCV inh = HCV inhibition. Huh7.5.1 HCVcc-Cre infection, luciferase reporter, 44 h. Potency, µM (series often up to 41.8 µM), inactives show at the top dose activity change, negative = inhibition, actives largely listed as inhibitors. hit rate 3.4% among 340,000; further: potency means the concentration at half of the fitted maximal effect; on the % scale 0 is the no-effect control and ±100 the full control effect
#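 Reporter virus HCVcc-Cre (~0.5 moi) infects cells exposed to compound; seeding density 1,000 cells/well with 4 h settling beforehand. Luminescence, 15 sec read, taken 44 h post-infection following a 15 min RT substrate incubation.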
# Pf growth 48h = P. falciparum growth inhibition at 48 hours (one generation); P. falciparum luciferase growth in erythrocytes, 48 h; Potency, µM (titrated, usually from 28.7 µM), for the others: at the highest dose activity change, negative = inhibition, most hits filed as inhibitors; hit rate 5.9% among 310,000; AID 504832; further: potency means the concentration at half of the fitted maximal effect; on the % scale 0 is the no-effect control and ±100 the full control effect
#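 Erythrocytes infected with P. falciparum carrying an integrated firefly luciferase reporter (2% hematocrit, 0.1% parasitemia final) were exposed to compounds in RPMI 1640 with 0.5% Albumax at 37 C, 5% CO2. Growth inhibition was scored as reduced luminescence.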
# Cycloheximide cs = affects cycloheximide protein synthesis inhibition readout, counter-screen; max response, %; AID 2314; cell reporter, cycloheximide protein synthesis inhibition counterscreen; hit rate 12% among 300,000; in the data active means max response mostly above about 13%, no sharp cut-off; inactive means mostly below about 14%; further: read at 38.3 µM for the half of the compounds with a filed dose; 0% is about no effect
# Pf growth 96h = inhibits malaria parasite growth, 96 h; P. falciparum luciferase reporter growth, 96 h; Potency, µM (series often up to 28.7 µM), inactives show at the top dose activity change, negative = inhibition, most hits filed as inhibitors; hit rate 6.9% among 320,000; further: potency means the concentration at half of the fitted maximal effect; on the % scale 0 is the no-effect control and ±100 the full control effect
#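 Plates of compound plus infected erythrocytes (2% hematocrit, 0.05% parasitemia final) incubate 96 hours, 37 C, 5% CO2. Detection reagent added; reduced luminescence from the parasites' luciferase reporter flags inhibition.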
# TbPYK inhibitor = T. brucei pyruvate kinase inhibition; AID 624173; Potency, µM (top dose mostly 76.8 µM), for the others: top-dose activity, negative = inhibition, most hits filed as inhibitors; Q57TT1; TbPYK enzyme, Kinase-Glo Plus ATP luminescence, 45 min; hit rate 0.12% among 410,000; further: potency means the concentration at half of the fitted maximal effect; on the % scale 0 is the no-effect control and ±100 the full control effect; nearly all actives have a fitted effect of over 50% in size
#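 TbPYK + substrate in 50 mM TEA pH 7.2, 100 mM KCl, 10 mM MgCl2, 0.05% BSA, 0.01% Tween-20; cpd pinned; ADP 130 uM final; 45 min RT; Kinase-Glo Plus 10 min; luminescence endpoint.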
# LmPK inh = LmPK (Leishmania mexicana) enzyme inhibition | purified LmPK, Kinase-Glo ATP luminescence, 1 h | Potency, µM (series often up to 57.5 µM), for the others: top-dose activity change, negative = inhibition, usual class: inhibitors | hit rate 0.37% among 290,000 | AID 1721; further: potency means the concentration at half of the fitted maximal effect; on the % scale 0 is the no-effect control and ±100 the full control effect
# Target sequence (Q27686 whole entry, looked up): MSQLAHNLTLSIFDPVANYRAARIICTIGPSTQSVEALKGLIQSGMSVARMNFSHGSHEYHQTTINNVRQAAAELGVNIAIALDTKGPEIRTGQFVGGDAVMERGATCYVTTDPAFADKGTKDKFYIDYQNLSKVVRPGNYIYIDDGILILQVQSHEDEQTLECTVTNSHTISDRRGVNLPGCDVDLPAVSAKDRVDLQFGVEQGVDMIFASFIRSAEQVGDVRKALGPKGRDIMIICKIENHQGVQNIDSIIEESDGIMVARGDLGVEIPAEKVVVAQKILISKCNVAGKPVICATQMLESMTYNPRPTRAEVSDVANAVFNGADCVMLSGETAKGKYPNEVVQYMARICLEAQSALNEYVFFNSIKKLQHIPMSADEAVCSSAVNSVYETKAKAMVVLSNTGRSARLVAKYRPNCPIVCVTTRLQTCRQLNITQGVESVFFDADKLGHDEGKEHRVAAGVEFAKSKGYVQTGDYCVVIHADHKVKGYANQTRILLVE
#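 Screened at intermediate enzyme activity to detect both inhibitors and activators: LmPK at 0.1 nM, with a 0.5 nM enzyme column as activation reference. PEP 0.5 mM, ADP 0.1 mM; ATP detected by luminescence after 1 h.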
# An asterisk follows results filed as active; ? = inconclusive; . = no result given; & = joins results of further samples; ! = not active in a repeat; [ ] = another dose, or the depositor's remark. Unless noted, the call rests on the fitted dose curve; in most records, active means well fitted curve in the direction sought with a large enough effect; inconclusive means small, poorly fitted or top-dose-only effect, or another doubt; inactive means no such curve, though single readings can be large; an effect the other way counts as inactive or inconclusive.
(1) CCOC(=O)C1=C(c2ccccc2)NC(=S)NC1c1ccc(C)c([N+](=O)[O-])c1 (stereo unspecified)
(2) O=C(CN1C(=O)C(=O)N(Cc2ccccc2)C1=O)Nc1cc(Cl)cc(Cl)c1
(3) N#Cc1ccccc1OCCCN1CCC(Cc2ccccc2)CC1
(4) Cn1cccc1/C=N/NC(=O)c1ccncc1
(5) COc1cccc(-c2noc(C3CCCN(C(=O)Cc4ccccc4)C3)n2)c1 (stereo unspecified)
(6) CN1CCN(C(=O)/C(=C/c2ccc([N+](=O)[O-])cc2)NC(=O)c2ccccc2)CC1
(7) Cc1ccccc1CC(=O)N(CCN(C)C)CC1CCCN(Cc2ccccc2F)C1 (stereo unspecified)
(8) O=C(NCC1COc2ccccc2O1)c1ccc(NC(=O)C2CCCO2)cc1 (stereo unspecified)
Compound	1	2	3	4	5	6	7	8
Shiga inhibitor	-15	-12	-3	-7	24	-9	-4	37*
HCV inh	?	-13%	-18%	-13%	?	-24%	?	-12%
Pf growth 48h	?	11%	?	7%	22%	15%	?	21%
Cycloheximide cs	-3	-1	-4	3	23*	-6	-2	15*
Pf growth 96h	-2%	21%	?	28%	8%	23%	?	23%
TbPYK inhibitor	-9%	-15%	2%	-9%	4%	0%	3%	-4%
LmPK inh	5%	1%	-3%	-1%	-2%	-2%	-3%	1%

(9) O=C(COC(=O)C1CCCCC1)Nc1ccc(S(=O)(=O)N2CCOCC2)cc1
(10) CC(NC(=O)OC(C)(C)C)C(=O)NC(CCC(=O)OCc1ccccc1)C(N)=O (stereo unspecified)
(11) CC(=O)Nc1ccc(S(=O)(=O)NCCC(=O)NNC(=O)c2ccccc2O)cc1
(12) COc1ccc(NC(=O)Cn2nc(C(=O)O)c3ccccc3c2=O)cc1Cl
(13) CC1CCCN(c2ccc(C(=O)Nc3ccc4c(c3)OCO4)cc2[N+](=O)[O-])C1 (stereo unspecified)
(14) CN1C=CC(=C2C(=O)c3ccccc3C2=O)C=C1
(15) O=C1NCCN(Cc2ccc(-c3ccccc3)cc2)C1CC(=O)N1CCN(CCO)CC1 (stereo unspecified)
(16) CCN(CC)S(=O)(=O)c1cccc(-c2nnc(SC(C)C(=O)NCCC3=CCCCC3)o2)c1 (stereo unspecified)
Compound	9	10	11	12	13	14	15	16
Shiga inhibitor	-10	-5	.	13	-41	88	-13	-26
HCV inh	-3%	4%	18%	12%	?	.	11%	11µM*!
Pf growth 48h	1%	-2%	23%	6%	?	.	9%	?
Cycloheximide cs	-1	3	.	-5	17*	38*	0	-7
Pf growth 96h	0%	-22%	17%	-2%	?	?	1%	10%
TbPYK inhibitor	8%	5%	6%	-9%	5%	.	-1%	4%
LmPK inh	14%	-1%	.	-2%	2%	2%	4%	3%

(17) Cc1ccc(C(=O)CSc2nnc(-c3ccco3)n2CC2CCCO2)cc1 (stereo unspecified)
(18) CN1CCN(/N=C/c2nc(-c3cccc([N+](=O)[O-])c3)n3ccccc23)CC1
(19) Cc1cc(C)cc(OCC(=O)Nc2ccccc2C(=O)N2CCOCC2)c1
(20) CCOC(=O)C1CCN(Cc2nc3ccccc3c(=O)n2-c2ccc(OCC)cc2)CC1
(21) Cn1nc(-c2ccc(OCC(=O)Nc3cccnc3)cc2)c2ccccc2c1=O
(22) COc1ccnc(N=CNOCc2ccc(F)cc2Cl)c1C#N
(23) O=C(CCC(=O)N1CCOCC1)NCCc1ccc(F)cc1
(24) COC(=O)c1ccc(OC(=O)c2ccccc2F)cc1
Compound	17	18	19	20	21	22	23	24
Shiga inhibitor	-4	13	-7	8	9	-10	.	-6
HCV inh	14%	16%	-11%	-7%&-3%	?	23%	34%[activator]	-3%
Pf growth 48h	1%	17%	36%[activator]	?	?	-5%	16%	-1%
Cycloheximide cs	-3	11	13	8	12	-4	.	1
Pf growth 96h	?	55%[activator]	?	-54%	31%[activator]	.	10%	?
TbPYK inhibitor	-28%	-5%	2%	-3%	-1%	11%	2%	.
LmPK inh	8%	5%	-1%	4%	-4%	5%	.	-10%

(25) O=C(Nc1ccc2ccccc2c1)c1ccc2[nH]c(=O)c(=O)[nH]c2c1
(26) COc1ccc(C(=O)NCC(=O)OCC(=O)Nc2ccc(C)c(S(=O)(=O)N(C)C)c2)cc1OC
(27) CN(CC(=O)NCc1ccco1)CC(=O)Nc1cc(S(C)(=O)=O)ccc1Cl
(28) O=C(CN1c2cccc3cccc(c23)S1(=O)=O)Nc1cccc(S(=O)(=O)N2CCOCC2)c1
(29) FC(F)(F)c1ccc2c(c1)N(CCCN1CCN(CCCl)CC1)c1ccccc1S2
(30) CN(C(=O)c1cccc(C(=O)N(C)c2ccccc2)c1)c1ccccc1
(31) CC(C)[C@H](NC(=O)c1ccco1)C(=O)OCC(=O)NC12CC3CC(CC(C3)C1)C2
(32) CCn1c2ccccc2c(=O)c2ccccc21
Compound	25	26	27	28	29	30	31	32
Shiga inhibitor	15	-2	.	-9	26	.	59*	-12
HCV inh	7%	?	8%	?	?	19%	-26%	?
Pf growth 48h	-18%[0.00184 µM]	-13%	24%	?	9.3µM*	-3%	8%	?
Cycloheximide cs	4	-3	.	2	-3	-2	21*	-3
Pf growth 96h	-11%	-13%	8%	-12%	.	-5%	-2%	42%[activator]
TbPYK inhibitor	-7%	6%	0%	-12%	-12%	2%	0%	-3%
LmPK inh	-2%	4%	.	2%	5%	1%	-1%	-3%

(33) COC(=O)c1ccccc1NC(=O)N1CCc2ccc(NC(=O)c3ccccn3)cc2C1
(34) CN1CCCC(n2nc(Cc3ccc(Cl)cc3)c3ccccc3c2=O)CC1 (stereo unspecified)
(35) Cc1ccc2[nH]c3c(NCCN4CCOCC4)ncnc3c2c1
(36) O=C(Nc1nc2ccsc2c(=O)s1)c1ccc(F)cc1Cl
(37) O=C(OC1CCCCC1)c1ccc(NC(=O)C2CCCCC2)cc1
(38) N#C/C(=C/c1cccn1-c1cccc(C(=O)O)c1)c1ccc(F)cc1
(39) COc1ccc(OC)c(S(=O)(=O)NCc2cn3c(C)csc3n2)c1
(40) COCCn1c(SCC(=O)Nc2ccc(OC)cc2)nc2c(oc3ccccc32)c1=O
Compound	33	34	35	36	37	38	39	40
Shiga inhibitor	-5	.	53*	73*	13	-4	-3	30
HCV inh	?	?	-25%	-12%	25µM*	8%	18%	.
Pf growth 48h	?	?	4.1µM*	167%[activator]	.	0%	0%	3%
Cycloheximide cs	-1	.	14*	33*	10	-1	-3	-1
Pf growth 96h	?	?	29%	144%[activator]	12µM*	0%	23%	?
TbPYK inhibitor	-8%	4%&2%	-5%	-2%	7%	-1%	1%	.
LmPK inh	-7%	.	2%	2%	7%	3%	0%	0%

(41) Cc1ccc(C(=O)Nc2ccccc2N2CCCCC2)cc1[N+](=O)[O-]
(42) O=C(Nc1c(C(=O)N2CCC(N3CCCCC3)CC2)oc2ccccc12)c1c(F)cccc1F
(43) Cc1ccc(CN(C)C(=O)CCc2c[nH]c3ccccc23)o1
(44) COC(=O)c1ccc(CN2CCC(CO)(Cc3ccc(OC)cc3)CC2)cc1
(45) CCOC(=O)c1nn(-c2ccccc2)c(=O)cc1SC1CCCCC1
(46) O=C(Nc1ccc(Cl)cc1)c1csc(-c2ccccc2)n1
(47) CCC(C)n1c(/C=C/c2ccccc2)nc2ccccc21 (stereo unspecified)
(48) CCc1ccc(C(=O)N2CCN(S(=O)(=O)c3sc(C(=O)O)c(C)c3C(=O)O)CC2)cc1
Compound	41	42	43	44	45	46	47	48
Shiga inhibitor	8	-2	15	-10	-8	5	13	.
HCV inh	2.2µM*	?	-26%	?	3%	-5%	?	-13%
Pf growth 48h	-18%	?	-11%	?	-2%	5%	?	-11%
Cycloheximide cs	-3	-2	-2	6	-4	8	25*	.
Pf growth 96h	?	?	-11%	16%	-5%	18%	?	-17%
TbPYK inhibitor	3%	3%&3%	-2%	-6%	-2%	-10%	22%	5%
LmPK inh	0%	0%	1%	0%	4%	2%	1%	.

# Compound profiles, from the list above. Screens in order: Shiga inhibitor, HCV inh, Pf growth 48h, Cycloheximide cs, Pf growth 96h, TbPYK inhibitor, LmPK inh
# O=C(Nc1ccc(Cl)cc1)c1csc(-c2ccccc2)n1 reads 5, -5%, 5%, 8, 18%, -10%, 2%
# Cc1ccc(CN(C)C(=O)CCc2c[nH]c3ccccc23)o1 reads 15, -26%, -11%, -2, -11%, -2%, 1%
# CCc1ccc(C(=O)N2CCN(S(=O)(=O)c3sc(C(=O)O)c(C)c3C(=O)O)CC2)cc1 reads ., -13%, -11%, ., -17%, 5%, .
# CCC(C)n1c(/C=C/c2ccccc2)nc2ccccc21 (stereo unspecified) reads 13, ?, ?, 25*, ?, 22%, 1%
# CCOC(=O)c1nn(-c2ccccc2)c(=O)cc1SC1CCCCC1 reads -8, 3%, -2%, -4, -5%, -2%, 4%

# Carrying on.
(49) O=C(NCc1ccccc1Cl)c1cc([N+](=O)[O-])ccc1Cl
(50) CCN(CC(=O)Nc1c(F)cccc1F)C(=O)C1CCN(c2ncnc3sc(C)c(C)c23)CC1
(51) CC1CC(C)CN(S(=O)(=O)c2ccc(NC(=O)CCN3C(=O)C4CC=CCC4C3=O)cc2)C1 (stereo unspecified)
(52) CCc1nc(SCC(=O)NCc2ccco2)c2c(=O)n(C)c(=O)n(C)c2n1
(53) CCCCn1c(SCc2cc(=O)[nH]c3ccccc23)nc2c1c(=O)n(C)c(=O)n2C
(54) CC12CN(C(=O)c3ccccc3)C3(C#N)CC1CCC23C (stereo unspecified)
(55) C[C@@]12C(=O)N(CCc3c[nH]c4ccccc34)CC(=O)N1[C@H]1c3ccccc3OC[C@@H]1[C@@H]2c1ccccc1
Compound	49	50	51	52	53	54	55
Shiga inhibitor	-14	.	.	-3	-16	22	.
HCV inh	9%	?	9%	?	4%	8%	?
Pf growth 48h	16%	10µM*	?	-8%	-11%	?	12µM*
Cycloheximide cs	-1	.	.	-1	-2	-4	.
Pf growth 96h	?	?	?	?	?	-1%	6.6µM*
TbPYK inhibitor	25%	-4%	-5%	4%	.	-2%	1%
LmPK inh	3%	.	.	2%	1%	-8%	.
